Source: PubChem BioAssay (National Center for Advancing Translational Sciences (NCATS))
Abeta yeast res: qHTS for compounds that reverse cellular toxicity of Amyloid beta (A-beta) peptide in yeast: Primary Screen. yeast expressing A-beta42, growth rescue, OD600, 48 h; response scale: 0% DMSO, 100% iron-clioquinol control. Potency, µM (top dose mostly 46.1 µM), inactives show at the highest dose growth rescue, actives largely listed as activators. 0.063% of 410,000 active; also: potency is read from the fitted curve at half-maximal effect; nearly all actives have a fitted effect of over 55% in size
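Yeast A-beta toxicity model in growth medium with pinned compounds, 48 h at 30 C; growth read as absorbance at 600 nm. Normalized to FeCl3/clioquinol equimolar mix (positive) and DMSO (negative).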
WRN helicase inh: qHTS for Inhibitors of WRN Helicase; Bifunctional 3'-5' exonuclease/ATP-dependent helicase WRN (Homo sapiens), Q14191; WRN helicase unwinding, fluorescent forked duplex, kinetic; Potency, µM (highest dose often 114 µM), without a hit: at the highest dose activity change, negative = inhibition, usual class: inhibitors; 0.46% of 360,000 active; also: potency is read from the fitted curve at half-maximal effect; % is scaled to controls: 0 for no effect and ±100 for the full control effect; nearly all actives have a fitted effect of over 55% in size
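Screening of the MLSMR collection measured strand separation of a quenched forked DNA duplex (100 nM) by 20 nM WRN with 2 mM ATP, all final. Compounds were preincubated with enzyme 15 min at room temperature.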
PI5P4Ka inh: qHTS for Inhibitors of phosphatidylinositol 5-phosphate 4-kinase (PI5P4K); PI5P4Kalpha enzyme, ADP-Glo luminescence, 60 min; active compounds read low; max response, %; 1.2% of 330,000 active; AID 652105, 2013; Phosphatidylinositol 5-phosphate 4-kinase type-2 alpha (Homo sapiens), P48426; active = max response of -50% or lower; inconclusive = between -30% and -50%; inactive = -30% or higher; also: value at the top dose of about 77 µM; % is scaled to controls: 0 for no effect and ±100 for the full control effect
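Single end-point luminescence (ADP-Glo) quantified ADP from PI5P4Kalpha turnover; ATP 5 microM final, 1 h at RT, 0.1% CHAPS and 0.28 mM EGTA in HEPES pH 7.4.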
FUS yeast rescue: qHTS for Suppressors of FUS Proteinopathy: Primary screen using FUS-linked yeast assay | S. cerevisiae FUS-expressing, growth rescue, OD600, 24 h | Potency, µM (doses to about 76.6 µM), without a hit: top-dose growth rescue (activation), hits mostly activators | 0.24% of 390,000 active;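 also: potency is read from the fitted curve at half-maximal effect; plate controls were DMSO vehicle for no effect and reference control for full effect; nearly all actives have a fitted effect of over 55% in size; some results filed as inactive show a strong effect at the top dose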
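Toxicity suppression screen in FUS-yeast. Cells induced with 2% galactose, starting OD 0.005, treated 24hr at 30C with compounds at multiple final concentrations; growth by OD600.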
EPAC1 antagonist: qHTS for Antagonist of cAMP-regulated guanine nucleotide exchange factor 3 (EPAC1): primary screen; Rap guanine nucleotide exchange factor 3 (Homo sapiens), O95398; EPAC1 GEF assay, Rap1b-BODIPY-GDP exchange fluorescence; Potency, µM (highest dose often 115 µM), without a hit: at the highest dose activity change, negative = inhibition, most hits filed as inhibitors; 0.14% of 360,000 active; AID 720709, 2013;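 also: potency is read from the fitted curve at half-maximal effect; plate controls were vehicle for no effect and positive control for full effect; nearly all actives have a fitted effect of over 50% in size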
Target sequence (O95398 whole entry, looked up): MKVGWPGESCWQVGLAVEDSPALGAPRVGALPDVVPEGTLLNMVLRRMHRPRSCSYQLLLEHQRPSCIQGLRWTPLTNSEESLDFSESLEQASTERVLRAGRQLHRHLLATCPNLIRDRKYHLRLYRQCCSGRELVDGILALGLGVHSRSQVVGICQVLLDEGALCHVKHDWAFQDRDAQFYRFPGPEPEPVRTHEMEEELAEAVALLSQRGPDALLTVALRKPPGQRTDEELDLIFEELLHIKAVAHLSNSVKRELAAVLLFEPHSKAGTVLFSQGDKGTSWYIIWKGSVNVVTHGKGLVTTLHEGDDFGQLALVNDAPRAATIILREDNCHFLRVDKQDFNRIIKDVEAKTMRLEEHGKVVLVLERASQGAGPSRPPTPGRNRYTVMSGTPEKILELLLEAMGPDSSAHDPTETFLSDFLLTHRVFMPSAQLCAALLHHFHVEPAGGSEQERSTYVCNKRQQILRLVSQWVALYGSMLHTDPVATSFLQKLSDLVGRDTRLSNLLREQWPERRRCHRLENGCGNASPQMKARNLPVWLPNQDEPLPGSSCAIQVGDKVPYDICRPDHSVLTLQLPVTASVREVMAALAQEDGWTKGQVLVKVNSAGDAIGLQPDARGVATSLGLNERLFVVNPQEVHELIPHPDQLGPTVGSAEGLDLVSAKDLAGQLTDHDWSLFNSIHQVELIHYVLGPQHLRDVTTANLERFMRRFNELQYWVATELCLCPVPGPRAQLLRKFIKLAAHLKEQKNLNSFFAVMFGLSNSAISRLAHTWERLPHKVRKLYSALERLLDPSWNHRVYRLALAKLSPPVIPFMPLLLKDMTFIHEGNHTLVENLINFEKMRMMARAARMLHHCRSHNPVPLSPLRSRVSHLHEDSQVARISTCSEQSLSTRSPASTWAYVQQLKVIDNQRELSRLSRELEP
aSyn yeast inh: qHTS of alpha-syn Inhibitors. Yeast expressing alpha-synuclein, growth rescue, BacTiter-Glo, 24 h. 0.14% of 370,000 active. AID 652106, 2013. Potency, µM (top dose mostly 46.1 µM), inactives show at the highest dose growth rescue (activation), usual class: activators; also: potency is read from the fitted curve at half-maximal effect; % of control where 0% means no effect; nearly all actives have a fitted effect of over 65% in size
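Rescue of yeast growth: cells expressing toxic alpha-synuclein, induced in galactose at OD600 0.02, incubated with compound 24 h at 30 C. ATP luminescence quantified growth; inhibitors of toxicity appear as activators.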
EPAC1 ag: qHTS for Agonist of cAMP-regulated guanine nucleotide exchange factor 3 (EPAC1): primary screen; EPAC1 agonist qHTS, biochemical assay; response scale: 100% = response to 6.5 mM cAMP; Rap guanine nucleotide exchange factor 3 (Homo sapiens), O95398; 0.073% of 360,000 active; Potency, µM (titrated, usually from 154 µM), for the others: top-dose activation, actives largely listed as activators; AID 720707, 2013; also: potency is read from the fitted curve at half-maximal effect; nearly all actives have a fitted effect of over 60% in size
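Nucleotide exchange assay: 100 nM EPAC1 with 250 nM Rap1B loaded with BODIPY-GDP and 50 uM GDP, room temperature. Fluorescence (480/540 nm) read every 5 min for 30 min; signal change normalized to 6.5 mM cAMP as full agonist.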
PLK1 PBD inh: qHTS for Inhibitors of PLK1-PDB (polo-like kinase 1 - polo-box domain): Primary Screen; Plk1 PBD binding of FITC phosphopeptide, fluorescence polarization; Potency, µM, inactives show max response, negative = inhibition, hits mostly inhibitors; 2.8% of 360,000 active; AID 720504, 2013; also: potency is read from the fitted curve at half-maximal effect; series mostly up to about 57 µM; % is scaled to controls: 0 for no effect and ±100 for the full control effect; nearly all actives have a fitted effect of over 65% in size
IL-2 act: qHTS of IL-2 Activators; IL-2 activation reporter assay, cell-based qHTS; stimulated with anti-CD3/CD4/CD28 beads; in transgenic mouse T cells; activation, % (series mostly up to about 46 µM); 0.065% of 360,000 active; AID 652025, 2013; in the data active = activation above about 50%; inconclusive = mostly about 30% to 49%; also: 0% is about no effect
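Readout is EGFP and DsRed signal by fluorescent plate cytometry after 18 h at 37 degrees C. Transgenic mouse T cells (750/well) received compound for 60 min before bead stimulation (anti-CD3, anti-CD4, anti-CD28); memory T cells served as non-tolerant control.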
An asterisk follows results filed as active; u = inconclusive; x = no result given; & = joins results of further samples; [ ] = another dose, or the depositor's remark. Unless noted, calls follow the shape of the dose curve; as a rule, active = well fitted curve in the direction sought with a large enough effect; inconclusive = small, poorly fitted or top-dose-only effect, or another doubt; inactive = no such curve, though single readings can be large; an effect the other way counts as inactive or inconclusive. Outcome played no part in choosing rows (roughly 4.1% active in at least one column).

SMILES	Abeta yeast res	WRN helicase inh	PI5P4Ka inh	FUS yeast rescue	EPAC1 antagonist	aSyn yeast inh	EPAC1 ag	PLK1 PBD inh	IL-2 act
CCCCn1nnnc1C(c1ccccc1)N1CCN(c2ncccc2C(F)(F)F)CC1 (stereo not drawn)	9%	-7%	22	30%	-2%	25%	-7%	4%	-0.7
COc1ccc(CNC(=O)CN2C(=O)COc3ccc(S(=O)(=O)NC4CCCC4)cc32)cc1	4%&-21%	7%	-3	-5%&3%	-1%	2%	-4%	-7%	-3.2
CCOc1ccc(-c2nc(CSCC(=O)N3CCN(C(=O)c4ccco4)CC3)c(C)o2)cc1	-11%	-2%	-1	15%	-9%	-11%	-24%	-1%	-0.7
CCN(CC)CCCN(Cc1cc2cc3c(cc2[nH]c1=O)OCO3)C(=S)NCc1ccco1	-9%	-4%	-3	23%	2%	3%	2%	0%	2.1
NC(=O)c1cccc(-c2ccnc3c2CC(C(=O)NCc2cccc(Cl)c2)O3)c1 (stereo not drawn)	-8%	-4%	-5	2%	5%	-3%	-13%	-5%	0.3
O=C(Nc1cccc2cccnc12)c1ccccc1Cl	-37%[inhibitor]	-8%	15	-13%	2%	-2%	12%	-4%	3.0
COc1ccc(C(=O)c2cn[nH]c2-c2cc(C)ccc2O)cc1	0%	-2%[57.1 µM]	0	15%	-30%	12%	4%	-18%	-0.2
CCCCn1c(N)c(NCc2ccccc2)c(=O)[nH]c1=O	22%	-8%	0	-7%	2%	-8%	3%	-15%	-3.0
Cc1cc2nc3c(=O)n(C4CCCCC4)c(=O)[nH]c3nc2cc1N	0%	-18%[57.1 µM]	u	42%	237%[activator]	4%	112µM*	3µM*	4.1
Cc1csc2nc(CN3CCN(CC(=O)N(C)C)CC3)cc(=O)n12	9%	4%	2	9%	23%	0%	2%	0%	0.3
CC1(C)C/C(=N\NC(=S)Nc2ccccc2F)c2cc(O)ccc2O1	-27%	2%	-12	u	-5%	-3%	-3%	u	-0.8
CC1(C)CC(=O)C(CC(=O)Nc2ccc(S(N)(=O)=O)cc2)=C(O)C1	-6%	-3%	x	21%	18%	-2%	9%	-7%	-2.9
Cc1cc(=O)[nH]c(SC(C)C(=O)Nc2cccc3ccccc23)n1 (stereo not drawn)	5%	10%	-9	5%	-4%	-10%	-2%	-14%	0.0
NCCc1nnc(SCC(=O)Nc2ccc(Br)cc2)o1	11%	10%	-4	-3%	8%	7%	-9%	-10%	-1.6
CC(C)[C@H](NC(=O)c1ccco1)C(=O)OCC(=O)N(C)c1ccccc1	-6%	-3%	6	-27%	-1%	-1%	-9%	3%	0.4
Cc1ccc(NC(=O)CS(=O)CC(=O)NCCCN(C)c2ccccc2)cc1 (stereo not drawn)	17%	0%	x	17%	1%	-1%	4%	-3%	-1.4
CN(C)CCn1nnc2c(=O)oc3ccccc3c21	4%	0%	5	-13%	-3%	-3%	-2%	-6%	-1.2
CCc1ccc(CNC(=O)CCCn2nc(C)n3ccnc3c2=O)cc1	-28%	7%	-2	-17%	8%	-3%	-8%	-2%	0.4
Cc1ccccc1CSCC(=O)c1c(N)n(C)c(=O)n(C)c1=O	16%	-7%	x	20%	17%	2%	1%	-2%	-1.2
C/C(=N\Nc1ccccn1)c1ccc2c(c1)OCO2	-14%	8%	-4	-5%	-14%	-3%	3%	-3%	0.5
CC1CN(c2cc3nccnc3cc2F)CC(C)O1 (stereo not drawn)	-9%	-3%	x	20%	-7%	-1%	-1%	-11%	-2.3
CCCCc1ccc(Nc2ncnc3nc[nH]c23)cc1	2%	-6%	0	4%	-13%	1%	-13%	2%	-1.6
O=C(Cn1nc(C(=O)O)c2ccccc2c1=O)Nc1cccc(Br)c1	6%	13%	1	27%	0%	-1%	-1%	0%	-0.1
COc1ccc(Cl)cc1NC(=O)[C@@]1(CC(=O)O)CC(/C=C/c2ccccc2)=NO1	-11%	-3%	3	9%	-17%	-3%	3%	-2%	-2.4
COc1cc(S(=O)(=O)NCCN2CCOCC2)ccc1-n1cnnn1	0%	0%	-2	-15%	-9%	2%	-3%	2%	-0.1
O=C(CSc1ccc(-c2ccco2)nn1)Nc1ccccc1F	-16%	3%	-15	32%	4%	7%	5%	-14%	0.6
COc1ccc(NC(=O)COc2coc(CN3CCc4ccccc43)cc2=O)cc1	9%	-8%	-17	-12%	10%	0%	4%	-6%	-0.4
COc1ccc(C(=O)Nc2cccc(S(C)(=O)=O)c2)cc1OC	-8%	-10%[57.1 µM]	0	1%	8%	-6%	3%	1%	-4.0
CCCc1cc(=O)[nH]c(/N=C(/NC(=O)c2ccccc2)Nc2ccc3c(c2)OCCO3)n1	-14%	-4%	1	1%	14%	-1%	1%	-11%	-0.2
CC(OC(=O)c1ccc(S(=O)(=O)NCc2ccco2)cc1)C(=O)Nc1ccccc1 (stereo not drawn)	12%	-7%	21	x	-13%	1%	1%	5%	-5.1
CCN(CC)S(=O)(=O)c1cccc(NC(=O)c2ccc(-n3nc(C)cc3C)cc2)c1	2%	-31%	0	x	-5%	9%	5%	4%	-3.3
O=S(=O)([N-]c1nc2ccccc2nc1-[n+]1ccc(CCCc2ccccc2)cc1)c1cccs1	-19%	-6%	-10	u	-7%	0%	3%	-6%	-3.6
CCc1ccc(-c2cc(C(F)(F)F)n3nc(C(=O)Nc4cnn(Cc5ccc(C)cc5)c4)cc3n2)s1	-7%	6%	x	20%	1%	-8%	2%	-4%	1.0
CCCCCC(=O)Nc1ccc(S(=O)(=O)Nc2cc(OC)nc(OC)n2)cc1	-8%	-3%	3	11%	-10%	6%	-5%	5%	-5.9
C=COCCNC(=O)Nc1ccc(Cl)cc1Cl	-1%	1%	-4	-9%	4%	-12%	6%	-6%	-0.1
O=C(Cn1nc(C(F)(F)F)c2c1CCCC2)NC1CCCC1	-2%	11%	2	-7%	17%	-9%	-5%	-3%	-2.0
Cc1c([N+](=O)[O-])c([N+](=O)[O-])nn1CC(=O)N1CCOCC1	-2%	1%	0	20%	-2%	-11%	-2%	-16%	-3.7
Cc1ccc(S(=O)(=O)N(CC2CO2)c2cc(Cl)ccc2Cl)cc1 (stereo not drawn)	-27%	-5%	6	8%	-3%	0%	11%	2%	-1.7
NNC(=O)CCN1CCCCC1	0%	0%	4	-2%	7%	1%	-9%	-4%	-0.4
CSc1cccc(NC(=S)N2CCCN(Cc3ccc(F)cc3)C2)c1	16%	11%	0	16%	5%	17%	0%	-20%	-0.1

Just Abeta yeast res, for some of the entries so far:
Molecule,Abeta yeast res
O=C(Cn1nc(C(=O)O)c2ccccc2c1=O)Nc1cccc(Br)c1,6%
COc1ccc(Cl)cc1NC(=O)[C@@]1(CC(=O)O)CC(/C=C/c2ccccc2)=NO1,-11%
COc1cc(S(=O)(=O)NCCN2CCOCC2)ccc1-n1cnnn1,0%
O=C(CSc1ccc(-c2ccco2)nn1)Nc1ccccc1F,-16%

The listing continues:
SMILES	Abeta yeast res	WRN helicase inh	PI5P4Ka inh	FUS yeast rescue	EPAC1 antagonist	aSyn yeast inh	EPAC1 ag	PLK1 PBD inh	IL-2 act
CCc1ccc(NC(=S)Nc2cc(C(=O)O)ccc2N2CC3CC(C2)c2cccc(=O)n2C3)cc1 (stereo not drawn)	u	0%	-4	-4%	-4%	0%	3%	-21%	0.1
O=C(Nc1ccccc1)c1ccc(Br)o1	4%	-1%	-5	-5%	-6%	3%	-5%	-9%	1.6
Cc1ccc(CC(=O)NC2CCSC2=O)cc1 (stereo not drawn)	3%	4%	11	-10%	-1%	-5%	2%	-3%	-3.2
Cc1ccc(-n2c([S-])c(C(=O)Nc3ccc(OC(F)F)cc3)[n+]3ccc(C(=O)NCCO)cc23)cc1C	-17%	3%	-6	-10%	5%	-2%	-3%	-20%	0.6
CNC(=O)c1cc(S(=O)(=O)N2CC(C)OC(C)C2)ccc1N1CCOCC1 (stereo not drawn)	-10%	-21%	1	16%	1%	-4%	-1%	-10%	0.6
CC(C)(C)NC(=O)CN(Cc1cccs1)C(=O)C1COc2ccccc2O1 (stereo not drawn)	1%	3%	-5	14%	-8%	11%	12%	-5%	-3.2
COc1ccc(CCn2c(=S)[nH]c3cc(C(=O)N4CCOCC4)ccc3c2=O)cc1OC	9%	0%	-3	5%	-14%	-4%	7%	-22%	-0.2
O=C(NCCN1CCOCC1)c1cccc(S(=O)(=O)Nc2cc(Cl)ccc2Cl)c1	-2%	-16%	11	24%	9%	1%	4%	-4%	-1.4
CCOc1ccccc1C(=O)Nc1cc(C(=O)NCCc2ccccc2)ccc1Cl	u	-13%	x	-15%	3%	-5%	10%	-4%	-3.1
Cc1ccc(S(=O)(=O)N(C)c2cc(S(=O)(=O)N3CCC(C)CC3)c(C)cc2C)cc1	5%	-7%	0	27%	2%	-3%	9%	1%	-0.7
CCCCCCCCSc1nnc2[nH]c(=O)cc(N)n12	-5%	u	-50*	9%	1%	3%	-6%	3.4µM*	-3.5
COc1ccc(Nc2nc(NN)nc(C)c2[N+](=O)[O-])cc1	-5%	2%	-25	27%	8%	-7%	12%	-21%	-0.3
